# TrxR1 substrate = qHTS Assay for Substrates of Mammalian Selenoprotein Thioredoxin Reductase 1 (TrxR1): qHTS | AID 588456, 2011 | Potency, µM (titrated, usually from 114 µM), without a hit: at the highest dose activity change, negative = substrate turnover | purified TrxR1 substrate turnover, NADPH consumption readout | 0.01% of 390,000 active | Thioredoxin reductase 1, cytoplasmic (Rattus norvegicus), O89049; note: potency is the fitted concentration of half-maximal effect; % is set by controls: 0 for no effect and ±100 for the full control effect; nearly all actives have a fitted effect of over 50% in size
# Target sequence (O89049 whole entry, looked up): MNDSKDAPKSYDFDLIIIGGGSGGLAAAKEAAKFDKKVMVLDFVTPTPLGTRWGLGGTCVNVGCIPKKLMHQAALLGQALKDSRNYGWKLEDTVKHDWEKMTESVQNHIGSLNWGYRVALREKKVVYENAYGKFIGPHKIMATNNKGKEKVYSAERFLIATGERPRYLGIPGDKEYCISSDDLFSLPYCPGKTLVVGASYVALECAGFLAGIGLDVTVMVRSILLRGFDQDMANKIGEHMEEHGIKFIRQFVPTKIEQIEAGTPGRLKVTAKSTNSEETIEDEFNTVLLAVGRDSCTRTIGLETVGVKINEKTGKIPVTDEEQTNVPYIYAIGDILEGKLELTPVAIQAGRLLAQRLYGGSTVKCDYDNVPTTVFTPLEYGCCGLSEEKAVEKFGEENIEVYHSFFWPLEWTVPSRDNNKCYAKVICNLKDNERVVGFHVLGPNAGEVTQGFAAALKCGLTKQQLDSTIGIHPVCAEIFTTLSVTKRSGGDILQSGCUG
#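 Rat TrxR1, dispensed at 90 nM, was prereduced with 400 uM NADPH (final) for 5 min at ~22 deg C, then incubated with compound 15 min before 400 uM selenite. A first-read NADPH fluorescence drop versus no-compound background flagged substrates.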
# TRHR ag = qHTS for Small Molecule Agonists and Allosteric Enhancers of Human TRH Receptor: Primary Screen for Agonists. TRHR cells, calcium flux fluo-8, FDSS agonist mode. activation, % at 2 µM. 0.18% of 360,000 active. Thyrotropin-releasing hormone receptor (Homo sapiens), P34981; in the data active = activation above about 30%; note: 0% is about no effect
# Target sequence (P34981 whole entry, looked up): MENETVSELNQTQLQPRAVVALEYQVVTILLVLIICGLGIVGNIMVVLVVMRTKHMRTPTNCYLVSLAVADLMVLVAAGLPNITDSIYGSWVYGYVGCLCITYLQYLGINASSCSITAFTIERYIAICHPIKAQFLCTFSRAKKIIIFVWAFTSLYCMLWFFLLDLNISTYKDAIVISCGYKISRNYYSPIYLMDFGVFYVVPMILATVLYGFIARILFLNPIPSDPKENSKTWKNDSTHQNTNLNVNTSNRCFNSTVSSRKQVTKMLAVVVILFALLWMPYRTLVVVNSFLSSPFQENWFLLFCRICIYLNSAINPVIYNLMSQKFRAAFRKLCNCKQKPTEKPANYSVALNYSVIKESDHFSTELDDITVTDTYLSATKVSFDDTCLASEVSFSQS
#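 TRHR-expressing cells, plated overnight in medium with 10% serum, were loaded with fluo-8 calcium dye at room temperature. After a 10 s baseline, library compound was pin-added and calcium release was recorded kinetically (ex 480/em 530) as agonist response.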
# Pin1 inh = qHTS Assay to Find Inhibitors of Pin1; Pin1 FP peptide displacement, HiFluor488, 10 min; 0.009% of 390,000 active; AID 504891, 2011; Potency, µM (series often up to 115 µM), for the others: at the highest dose activity, negative = inhibition, hits mostly inhibitors; active = well fitted inhibition curve with a large enough effect in the polarisation, with a control signal flat, not every such curve was filed as active; inconclusive = small, poorly fitted or top-dose-only effect, or effect the other way, or a change in a side signal; inactive = no such curve, though single readings can be large or run the other way; the % refers to the polarisation; note: potency is the fitted concentration of half-maximal effect; % is set by controls: 0 for no effect and ±100 for the full control effect
# Target sequence (Q13526 whole entry, looked up): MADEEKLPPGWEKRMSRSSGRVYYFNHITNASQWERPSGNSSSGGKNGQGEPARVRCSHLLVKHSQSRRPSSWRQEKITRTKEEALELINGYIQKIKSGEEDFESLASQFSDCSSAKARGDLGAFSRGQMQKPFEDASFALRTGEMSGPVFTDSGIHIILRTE
# D2 antagonist = HTS Assay for Allosteric Antagonists of the Human D2 Dopamine Receptor: Primary Screen for Antagonists | D(2) dopamine receptor (Homo sapiens), P14416 | HEK293 TREx D2 cells, calcium flux, dopamine EC80 | inhibition, % at 10 µM | 2% of 340,000 active | AID 485344, 2010; in the data active = inhibition above about 30%; note: 0% is about no effect
#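 Overnight-induced (tetracycline, 30 C) HEK293 T-REx cells carrying force-coupled D2 receive a no-wash calcium dye, then compound, then EC80 dopamine at 180 s; signals are read kinetically throughout.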
# USP1-UAF1 inh = Inhibitors of USP1/UAF1: Primary Screen; Ubiquitin carboxyl-terminal hydrolase 1 (Homo sapiens), O94782; recombinant USP1/UAF1, Ub-Rhodamine cleavage fluorescence; Potency, µM (highest dose often 57.1 µM), inactives show at the top dose activity change, negative = inhibition, actives largely listed as inhibitors; 0.23% of 390,000 active; AID 743255, 2014; note: potency is the fitted concentration of half-maximal effect; % is set by controls: 0 for no effect and ±100 for the full control effect; nearly all actives have a fitted effect of over 60% in size; inactives centre near -12
#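 High-throughput fluorogenic screen: 1nM USP1/UAF1 complex, Ub-Rho substrate 150nM final, 50mM HEPES pH 7.8 with 0.5mM EDTA, 0.1 mg/ml BSA, 1mM TCEP and 0.01% Tween-20.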
# mIDH1 inhibitor = qHTS for Inhibitors of mutant isocitrate dehydrogenase 1 (IDH1): qHTS; IDH1-R132H enzyme, NADPH consumption, diaphorase/resazurin fluorescence; Potency, µM (highest dose often 76.6 µM), for inactives: at the top dose activity change, negative = inhibition, usual class: inhibitors; 0.093% of 390,000 active; AID 602179, 2012; note: potency is the fitted concentration of half-maximal effect; % is set by controls: 0 for no effect and ±100 for the full control effect; nearly all actives have a fitted effect of over 65% in size
#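 IDH1-R132H (0.5 ug/mL dispensed) in pH 7.5 Tris buffer was preincubated 30 min with compound, then given a substrate mix of 0.016 mM NADPH and 2 mM alpha-KG for 80 min at room temperature; remaining NADPH was read by diaphorase/resazurin fluorescence.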
# D2 agonist = HTS Assay for Allosteric Agonists of the Human D2 Dopamine Receptor: Primary Screen for Agonists. D(2) dopamine receptor (Homo sapiens), P14416. HEK293 T-REx D2 cells, calcium flux agonist mode. activation, % at 2 µM. 0.53% of 340,000 active;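 active = activation over 3 SD above normal in the single-dose calcium agonist read, cut at about 30% in these data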; note: 0% is about no effect
#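 Calcium-flux readout, 1 cycle/sec over 180 s following compound pin transfer, in inducible HEK293 Trex D2 cells (force-coupled); dopamine controls included. Positive calcium responses during this window marked compounds as potential agonists.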
# TRHR enhancer = qHTS for Small Molecule Agonists and Allosteric Enhancers of Human TRH Receptor: Primary Screen for Enhancers; 0.66% of 360,000 active; TRHR cells, fluo-8 calcium fluorescence, EC20 TRH enhancement; AID 493056, 2011; Thyrotropin-releasing hormone receptor (Homo sapiens), P34981; enhancement, % at 2 µM; in the data active = enhancement above about 30%; note: 0% is about no effect
#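 Enhancer read-out: after compound pinning and an initial kinetic agonist-mode read, an EC20 of TRH (10 nM final) was injected and fluo-8 calcium signal (Ex 480/Em 530) followed at 1 s/cycle for 100 cycles in TRHR-expressing cells.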
# TrxR1 inh = qHTS Assay for Inhibitors of Mammalian Selenoprotein Thioredoxin Reductase 1 (TrxR1): qHTS. 1% of 390,000 active. recombinant rTrxR1, NADPH fluorescence consumption, selenite substrate. Thioredoxin reductase 1, cytoplasmic (Rattus norvegicus), O89049. Potency, µM (highest dose often 114 µM), inactives show at the top dose activity change, negative = inhibition, most hits filed as inhibitors. AID 588453, 2011; note: potency is the fitted concentration of half-maximal effect; % is set by controls: 0 for no effect and ±100 for the full control effect; nearly all actives have a fitted effect of over 65% in size
#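 Rat TrxR1 (90 nM in the dispensed reagent) was pre-reduced with 400 uM NADPH for 5 min at room temperature, then incubated with compound for 15 min. After 400 uM selenite was added, NADPH fluorescence (Ex 340/Em 450 nm) was followed for 8 min.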
# Starred values were filed as active, the others as inactive; ? = inconclusive; . = no result given; [ ] = dose if it differs, or a comment. Unless noted, calls come from the whole dose curve; as a rule, active = well fitted inhibition curve with a large enough effect; inconclusive = small, poorly fitted or top-dose-only effect; inactive = no such curve, though single readings can be large or run the other way. These rows are one share of the data; rates above refer to the full screens.
SMILES	TrxR1 substrate	TRHR ag	Pin1 inh	D2 antagonist	USP1-UAF1 inh	mIDH1 inhibitor	D2 agonist	TRHR enhancer	TrxR1 inh
O=C(O)CCN1C(=O)/C(=C2\C(=O)N(Cc3ccccc3Cl)c3ccccc32)SC1=S	.	-0.6	.	21.9	.	.	0.1	-1.4	.
Cc1cc(NC(=O)CCN2C(=O)/C(=C\c3ccccc3)SC2=S)no1	11.6%	0.4	4.2%	8.9	-8.7%	5.8%	0.5	-3.1	40.7%[activator]
Cc1ccc(-n2ncc3c(N4CCCCC4)ncnc32)cc1Cl	-5.1%[57.1 µM]	-0.3	1.0%	.	-21.3%	16.4%	-0.4	-3.2	3.5%[57.1 µM]
Cc1ccc(NCCC(=O)c2ccccc2)cc1Cl	1.2%[57.1 µM]	0.1	-2.7%	.	-10.0%	-0.2%	.	3.4	4.4%[57.1 µM]
CCc1nn(CC(=O)NCCC(C)C)c(=O)c2cc3c(OC)cccc3n12	0.7%	-0.7	0.1%	-9.1	-9.9%	-15.6%	-0.5	9.2	6.2%
CC(C(=O)Nc1nc(-c2ccc(F)cc2)cs1)N1C(=O)C2CC=CCC2C1=O (configuration not stated)	-9.7%	-0.8	2.4%	-27.8	-21.3%	0.7%	0.1	-4.1	2.6%
Nc1c(N(Cc2ccco2)C(=O)COc2ccc(Cl)cc2)c(=O)[nH]c(=O)n1Cc1ccccc1	-2.5%	.	12.5%	.	-1.4%	-2.6%	.	.	-18.6%
Nc1ccc(C(=O)OCC(=O)Nc2ccc3c(c2)OCO3)cc1[N+](=O)[O-]	1.0%	-0.4	-6.9%	4.6	-8.7%	1.8%	1.9	4.7	15.2%
COc1cc(C(C2=C(O)CC(C)(C)CC2=O)C2C(=O)CC(C)(C)CC2=O)cc(OC)c1OC (configuration not stated)	9.3%[57.1 µM]	0.5	-0.2%	0.8	1.0%	1.5%	-0.2	-6.3	?
CCCCCCCNC(=O)CC(NS(=O)(=O)c1ccc(NC(C)=O)cc1)C(C)C (configuration not stated)	-13.8%	-0.4	3.3%	.	2.6%	-0.2%	.	0.6	-0.3%
COc1cc(C(=O)NCC(=O)OCc2ccccc2Cl)cc(OC)c1OC	9.3%	-1.2	-4.5%	-9.6	-22.4%	9.1%	1.7	2.2	28.6%
CCC(CO)Oc1cc(NC(=O)c2ccc(Cl)cc2)c2ncn(C(C)C)c2c1 (configuration not stated)	37.0%[activator]	.	0.6%	.	2.5%	-8.9%	.	.	35.5%
COc1ccc(-c2ncncc2-c2csc(C)n2)c(O)c1	-10.0%	1.8	1.4%	0.6	7.1%	-0.1%	1.0	8.6	-2.5%
Cc1ccc(NC(=O)/C(=C/c2ccco2)c2ccccc2)c(C)c1	6.6%[57.1 µM]	0.1	1.0%	0.7	-9.8%	2.7%	2.4	0.6	-1.8%[57.1 µM]
COc1ccc(N2C(=S)N(C(=O)c3ccccc3)C(=Nc3ccccc3)C2=Nc2ccccc2)cc1	-4.7%	.	-2.7%	.	-19.6%	12.2%	.	.	-13.3%
COC(=O)c1nnn(-c2nonc2N)c1CSc1nnc(C)s1	4.6%[57.1 µM]	-0.7	3.4%	-7.8	-12.4%	-7.5%	0.4	1.0	10.5%
Cn1c(SCC(=O)Nc2nncs2)nnc1C1CC1	-9.0%	0.1	?	23.9	-12.2%	4.3%	0.4	0.3	-7.2%
Cc1cc(C)nc(SCC(=O)OC(C)C(=O)Nc2ccccc2)n1 (configuration not stated)	-12.3%	3.3	-2.0%	-7.0	-22.2%	2.1%	-0.2	-4.9	-14.1%
Cc1cccc(CS(=O)(=O)Cc2ccc(C(=O)NCC3CCCO3)o2)c1 (configuration not stated)	3.9%	0.0	-1.7%	-5.8	-17.6%	-0.2%	-0.6	-2.6	-0.7%
CCCNS(=O)(=O)c1ccc(CCC(=O)NCc2ccc3c(c2)OCO3)cc1	-3.5%	-0.3	-4.6%	15.4	-12.1%	6.2%	-0.8	-8.7	?
C/C(=N\Nc1ncc(Cl)cc1Cl)c1ccc(OC(F)F)cc1	-10.3%	-1.5	-13.9%	1.2	-25.5%	2.9%	-0.1	3.2	-4.6%
c1nnc(NC2=NCCCCC2)s1	8.9%	-0.3	-8.3%	-10.9	4.3%	5.3%	0.5	0.1	23.9%
CC(C)c1ccc(CN2CCN(C(=O)CSc3nnnn3C3CC3)CC2)cc1	-3.8%	-0.3	2.4%	-30.2	-12.4%	-0.3%	0.1	-3.3	-11.0%
CCOc1ccc(N2CC(C(=O)Nc3ccccn3)CC2=O)cc1 (configuration not stated)	5.3%	-0.1	4.4%	4.9	-12.0%	13.6%	-0.5	-2.3	22.9%
Cc1cccn2c(=O)c(/C=C(\C#N)C(=O)NCc3ccccc3)c(N3CCC(C(N)=O)CC3)nc12	27.5%[57.1 µM]	-0.3	14.1%	-0.3	-6.8%	0.8%	-0.1	-2.2	26.0%[57.1 µM]
CCOC(=O)C1(Cc2ccccc2C)CCCN(Cc2cc(OC)c(O)c(OC)c2)C1 (configuration not stated)	4.9%[57.1 µM]	0.0	5.2%	-29.8	-18.9%	4.2%	0.6	1.5	?
CC(C)CCN(C(=O)c1cc(=O)[nH]c2ccccc12)c1c(N)n(Cc2ccccc2)c(=O)[nH]c1=O	-10.2%	-0.1	0.3%	.	-11.0%	-2.0%	.	0.3	10.6%
O=C(OCC(=O)N1CCCc2ccccc21)c1ccccc1OC(F)F	13.6%[57.1 µM]	.	-6.9%	.	-13.5%	5.6%	.	.	6.1%[2.29 µM]
O=C(NCCc1ccc(Cl)cc1)c1ccc2nc(N3CCOCC3)sc2c1	1.7%	-1.5	1.5%	-26.0	-14.6%	3.7%	-0.5	-3.0	15.6%
Cc1ccc(S(=O)(=O)Nc2cccnc2)cc1C	-6.7%	1.2	1.0%	-7.2	-18.3%	1.8%	0.6	5.0	5.2%[57.1 µM]
COc1ccc(NC(=O)n2nc(OC(=O)c3cccs3)cc2N)cc1	0.0%	-0.8	-3.5%	7.2	-31.9%	2.8%	-0.2	-2.1	?
O=C(c1cc(Cl)cc(Cl)c1)N1CCC2CC1c1cc(-c3ccc4c(c3)OCO4)ccc12 (configuration not stated)	4.1%	.	6.1%	.	-28.4%	-7.2%	.	.	17.4%
c1ccc(CCc2ccncc2)cc1	6.6%	-0.1	-1.3%	4.2	-21.0%	13.1%	-0.6	0.8	24.1%
COc1ccc(NC(=O)CSc2nc(-c3cc(OC)c(OC)c(OC)c3)[nH]c2-c2ccc(F)cc2)cc1	-10.7%	-0.2	53.6%[activator]	.	-25.4%	-13.6%	0.9	-13.7	-10.6%
O=C(c1ccc(S(=O)(=O)N2CCCCC2)cc1)c1nnc(-c2ccc(Cl)cc2)o1	-2.4%	0.9	-1.7%	-28.6	-2.6%	2.2%	-0.5	7.3	12.7%
COc1cccc(CNC(=O)c2ccc(NC(=O)N3CCCCc4ccccc43)cc2)c1	-0.9%[57.1 µM]	-0.4	1.1%	.	-11.0%	1.8%	1.3	-0.6	-0.5%[57.1 µM]
C=CCn1c(=O)c2c(nc3n2CCN3c2cccc(Cl)c2C)n(C)c1=O	4.7%	-0.3	4.2%	1.4	-11.8%	-1.5%	1.3	0.0	14.8%
Nc1nccc(-c2nn(-c3ccc(Cl)cc3)ccc2=O)n1	-6.1%	-0.2	3.4%	-0.4	-11.7%	-0.3%	0.0	-1.3	14.4%
COc1ccc(CN(C)C(=O)c2cccc(C(=O)N(C)Cc3ccc(OC)cc3)c2)cc1	-2.8%	-0.7	-1.9%	-0.3	-13.1%	-0.2%	0.1	19.1	14.8%
COc1cc([N+](=O)[O-])cc(/C=N/NC(=O)c2cccnc2)c1O	-27.5%	0.1	32.8%[activator]	-11.0	-16.6%	-5.0%	1.0	4.2	-27.1%
CCOC(=O)c1c(NC(=O)CSc2nnc(Cc3ccccc3)o2)sc(C(C)=O)c1C	1.3%	-1.0	54.0%[activator]	.	-21.0%	-2.2%	.	-1.6	24.2%
CC1(C)Cc2nc(-c3ccccc3)nc(SCC(=O)N3CCCC3)c2CO1	1.3%	-0.3	3.2%	19.9	-7.0%	4.0%	1.6	-4.0	-3.5%[57.1 µM]
COc1ccc(OC)c(C2=C/C(=C/c3ccccn3)C(=O)O2)c1	-2.3%	-0.3	?	0.2	-19.7%	0.4%	18.7	7.6	-1.3%
O=C(/C=C\c1ccccc1)Oc1cccc2cccnc12	1.8%	-0.3	83.1%[activator]	8.4	-1.3%	-1.9%	0.8	-5.1	29.1%

# Compound activity from PubChem.
